SENP1 inh: human SENP1 catalytic domain inhibitors, primary screen, biochemical, FRET, uHTS. recombinant SENP1 catalytic domain, CyPet-SUMO1-YPet FRET cleavage. inhibition, % at 10 µM. actives 0.21% (n = 360,000);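 active = inhibition at least 30% at 10 µM, raw YFP signal under a set limit, fluorescence ratio 0.5 to 1.5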;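 also: 0% = enzyme with DMSO and 100% = no enzyme wells; some results filed as inactive read as strong as hits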
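Assay system – human recombinant His6-tagged SENP1 catalytic domain enzyme · Input – SENP1 enzyme, 20 pM final · Buffer or medium – Tris pH 8 buffer plus EDTA, NaCl, BME, BSA, NP40, catalase · Schedule – 50 min reaction at room temperature · Technique – FRET read of cyan and yellow fluorescence · Control set – no-enzyme wells low, DMSO-plus-enzyme wells high control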
SENP8 block-1: human SENP8 protease inhibitors, primary screen, biochemical, fluorescence, Nedd8 protein substrate, uHTS; recombinant SENP8; AID 602440, 2012; actives 0.64% (n = 360,000); inhibition, % at 20 µM; Sentrin-specific protease 8 (Homo sapiens), Q96LD8; in the data active = inhibition mostly above about 40%, no sharp cut-off; inactive = mostly below about 27%
Target sequence (Q96LD8 whole entry, looked up): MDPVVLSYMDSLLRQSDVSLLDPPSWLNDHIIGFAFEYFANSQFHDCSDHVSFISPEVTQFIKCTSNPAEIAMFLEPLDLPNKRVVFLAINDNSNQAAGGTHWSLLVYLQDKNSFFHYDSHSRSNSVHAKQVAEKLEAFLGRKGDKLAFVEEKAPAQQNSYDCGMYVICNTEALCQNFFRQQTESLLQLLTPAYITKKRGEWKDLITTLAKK
A3G deaminase: APOBEC3G DNA deaminase inhibitors, primary screen, biochemical, fluorescence, single-stranded DNA substrate, uHTS; AID 493012, 2011; DNA dC->dU-editing enzyme APOBEC-3G (Homo sapiens), Q9HC16; actives 0.28% (n = 330,000); recombinant A3G, ssDNA deamination FAM/TAMRA fluorescence; inhibition, % at 20 µM;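 active = inhibition of at least 40% at 20 µM, with no more than 30% in the related APOBEC3A deaminase screen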;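 also: plate controls were DMSO wells with A3G for no effect and wells lacking A3G enzyme for full effect; some compounds called inactive have numbers as strong as hits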
Target sequence (Q9HC16 whole entry, looked up): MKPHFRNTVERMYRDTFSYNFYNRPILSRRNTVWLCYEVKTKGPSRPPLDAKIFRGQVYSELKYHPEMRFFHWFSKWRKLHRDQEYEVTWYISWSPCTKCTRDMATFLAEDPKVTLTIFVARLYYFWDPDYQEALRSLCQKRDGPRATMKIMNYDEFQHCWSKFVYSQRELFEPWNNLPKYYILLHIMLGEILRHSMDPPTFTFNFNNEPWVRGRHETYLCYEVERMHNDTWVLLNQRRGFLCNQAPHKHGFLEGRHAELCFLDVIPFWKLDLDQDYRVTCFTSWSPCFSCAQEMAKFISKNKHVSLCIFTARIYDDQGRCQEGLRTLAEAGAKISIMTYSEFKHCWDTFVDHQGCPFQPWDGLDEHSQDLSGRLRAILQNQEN
SENP6 inh: SENP6 protease inhibitors, primary screen, biochemical, luminescence, uHTS | Sentrin-specific protease 6 (Homo sapiens), Q9GZR1 | Recombinant SENP6 catalytic domain, aminoluciferin luminescence | inhibition, % at 10 µM | actives 1.8% (n = 330,000) | AID 2599, 2010;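 active = inhibition above about 50% at the single tested dose, limit read from the data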;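 also: plate controls were DMSO wells with enzyme for no effect and DMSO wells lacking enzyme for full effect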
Target sequence (Q9GZR1 628-1112 limits assumed): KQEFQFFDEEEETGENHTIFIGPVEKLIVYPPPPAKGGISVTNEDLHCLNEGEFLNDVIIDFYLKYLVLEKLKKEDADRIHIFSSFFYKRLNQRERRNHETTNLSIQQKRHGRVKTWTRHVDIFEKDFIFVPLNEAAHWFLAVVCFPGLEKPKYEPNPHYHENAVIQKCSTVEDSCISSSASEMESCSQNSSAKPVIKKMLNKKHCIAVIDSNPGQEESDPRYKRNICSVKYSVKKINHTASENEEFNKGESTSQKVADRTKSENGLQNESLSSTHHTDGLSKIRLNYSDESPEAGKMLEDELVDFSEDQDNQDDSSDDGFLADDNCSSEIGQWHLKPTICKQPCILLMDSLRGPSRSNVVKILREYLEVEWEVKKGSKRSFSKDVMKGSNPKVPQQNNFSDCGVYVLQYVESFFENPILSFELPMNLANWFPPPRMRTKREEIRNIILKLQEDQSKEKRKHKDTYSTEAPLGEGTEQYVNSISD
SENP7 inh: SENP7 protease inhibitors, primary screen, biochemical, luminescence, uHTS | recombinant SENP7, Z-RLRGG-aminoluciferin luminescence, 40 min | actives 1.5% (n = 330,000) | inhibition, % at 5 µM | Sentrin-specific protease 7 (Homo sapiens), Q9BQF6;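 active = inhibition above about 50% at the single test dose, limit read from the data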;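 also: plate controls were DMSO with enzyme for no effect and no enzyme buffer wells for full effect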
UBC13 polyUb: UBC13 polyubiquitin chain formation inhibitors, primary screen, biochemical, TR-FRET, uHTS; actives 0.47% (n = 330,000); inhibition, % at 20 µM; in the data active = inhibition above about 45%, passing the limit was not always enough
SENP8 block-2: SENP8 protease inhibitors, primary screen, biochemical, luminescence | Sentrin-specific protease 8 (Homo sapiens), Q96LD8 | purified SENP8, Z-RLRGG-aminoluciferin cleavage | inhibition, % at 10 µM | actives 1.2% (n = 330,000) | AID 2540, 2010; in the data active = inhibition above about 50%
Apaf1 inhib: inhibitors of human Apaf-1 apoptosome, primary screen, biochemical, DEVD-Rh110 fluorescence, uHTS; Apoptotic protease-activating factor 1 (Homo sapiens), O14727; reconstituted apoptosome caspase-3 activity; inhibition, % at 20 µM; actives 0.71% (n = 330,000); active = inhibition of at least 40% at 20 µM;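 also: plate controls were DMSO wells for no effect and DEVD-CHO caspase inhibitor wells for full effect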
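System – cell-free apoptosome with Apaf-1, procaspase-3 and caspase-9 · Buffer or medium – pH 7.5 Hepes buffer with CHAPS, BSA, DTT · Also added – cytochrome c with DEVD-Rh110 · Times – 30 min compound preincubation, 50 min activation, room temperature · Technique – Rh110 fluorescence intensity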
* marks the source's active call; other numbers are inactive results; x = not tested or not shown.

SMILES | SENP1 inh | SENP8 block-1 | A3G deaminase | SENP6 inh | SENP7 inh | UBC13 polyUb | SENP8 block-2 | Apaf1 inhib
Cc1cc(C)c(NC(=O)CSc2nnc(-c3ccccn3)n2N)c(Cl)c1 | 0 | 8 | -10 | 3 | 7 | -8 | 3 | 9
Cc1ccc2c(c1)nnn2C1CCN(S(=O)(=O)c2ccc(C(=O)N(C)C)cc2)CC1 | -1 | 4 | -4 | 5 | 7 | -2 | 2 | -1
CCC(=O)NC(=S)Nc1cccc(NC(=O)c2ccccc2C)c1 | 2 | 1 | -6 | 4 | -1 | 6 | -12 | 2
O=C(NCC1CCCO1)c1cc2ccccc2oc1=O (configuration not stated) | -3 | -139 | -7 | -12 | -12 | -1 | -13 | -4
CCc1cc2cc(C)cc(C)c2nc1Cl | 3 | 3 | -9 | -17 | 0 | 3 | -1 | -7
CCOc1ccccc1N(C(=O)CNC(=O)c1ccco1)C(C(=O)NC1CCCC1)c1cccnc1 (configuration not stated) | 1 | 24 | -2 | -13 | 7 | 2 | 0 | -4
C/C=C/c1ccc(OCCCn2cncn2)c(OC)c1 | 2 | 47* | -10 | -10 | -15 | -4 | -8 | 7
CC(=O)Nc1ccc(NC(=O)C(C)OC(=O)c2ccc(-n3cnnn3)cc2)cc1 (configuration not stated) | 0 | -4 | -2 | -15 | -6 | -2 | 4 | -4
Cc1cc2c(cc1C)[n+](C)cn2CC(O)COCC1CC=CCC1 (configuration not stated) | 0 | 6 | 17 | 1 | 8 | 5 | 8 | -11
Cn1c(-c2ccc(F)cc2)cnc1NCc1cccc(F)c1 | -1 | 0 | -1 | 0 | 6 | 2 | -2 | 3
NNC(=O)C1CC(O)CN1S(=O)(=O)c1ccc(Cl)cc1 (configuration not stated) | -1 | 23 | 4 | 8 | 7 | -3 | 2 | -1
CCOCN(C(=O)Cn1cnc2ccccc21)c1c(C)cccc1CC | 1 | 9 | 2 | 35 | 4 | 3 | 5 | -4
c1ccc(COc2ccc(OCCCCN3CCCC3)cc2)cc1 | 0 | 18 | -8 | -10 | 0 | 8 | -12 | 6
CC(=O)c1ccc(Nc2nc(N3CCOCC3)nc(N3CCOCC3)n2)cc1 | 0 | 19 | -4 | -6 | -2 | 5 | 0 | 7
CC(C(=O)N1CCCCC1)N(C)CC(=O)Nc1ccc(Cl)cc1 (configuration not stated) | -1 | 9 | -8 | 0 | -5 | 12 | -5 | -11
CCCOc1ccc(C(=O)N(Cc2cccs2)C2CCS(=O)(=O)C2)cc1 (configuration not stated) | 0 | 2 | -2 | 2 | -5 | 2 | -9 | 16
Cc1ccc(/C=C2\SC(N3CCN(C(c4ccccc4)c4ccccc4)CC3)=NC2=O)o1 | -2 | -26 | -3 | 1 | 7 | -11 | 2 | 6
O=C(NC(=S)NC1CCCc2ccccc21)c1ccc(F)cc1 (configuration not stated) | -1 | 18 | 0 | -12 | -9 | -10 | -3 | 28
COc1ccc2c3c(c(=O)oc2c1OCC(=O)O)CCCC3 | 2 | -424 | -8 | -16 | -11 | 5 | -17 | 6
Cn1c(=O)c2c(ncn2CC(=O)N2CCN(c3ccccc3)CC2)n(C)c1=O | 0 | 30 | -3 | -11 | -11 | 2 | -3 | -3

Limited to UBC13 polyUb, for 6 of the compounds above:
| smiles | UBC13 polyUb |
| --- | --- |
| C/C=C/c1ccc(OCCCn2cncn2)c(OC)c1 | -4 |
| CC(=O)Nc1ccc(NC(=O)C(C)OC(=O)c2ccc(-n3cnnn3)cc2)cc1 (configuration not stated) | -2 |
| Cc1cc2c(cc1C)[n+](C)cn2CC(O)COCC1CC=CCC1 (configuration not stated) | 5 |
| Cn1c(-c2ccc(F)cc2)cnc1NCc1cccc(F)c1 | 2 |
| NNC(=O)C1CC(O)CN1S(=O)(=O)c1ccc(Cl)cc1 (configuration not stated) | -3 |
| CCOCN(C(=O)Cn1cnc2ccccc21)c1c(C)cccc1CC | 3 |

(further entries)
SMILES | SENP1 inh | SENP8 block-1 | A3G deaminase | SENP6 inh | SENP7 inh | UBC13 polyUb | SENP8 block-2 | Apaf1 inhib
N#CC1(NC(=O)Cn2cc(C(F)(F)F)cc(Cl)c2=O)CCCCC1 | 1 | -4 | 0 | -10 | -6 | 2 | 5 | -18
CN(CC(=O)Nc1cccc(F)c1)C(=O)c1ccc2c(c1)CC(c1ccccc1)OC2=O (configuration not stated) | -2 | -27 | -9 | -11 | 13 | 6 | -12 | 13
O=C(CNCC1CCCO1)Nc1ccccc1N1CCOCC1 (configuration not stated) | 0 | 17 | 0 | -14 | -5 | 6 | -2 | -11
CCCCn1c(N)c(N(CCC(C)C)C(=O)CSc2nnc(C)s2)c(=O)[nH]c1=O | 0 | 5 | 1 | 8 | 8 | -10 | 6 | 9
CO/C=C\C=C/c1nnn(-c2ccc(Cl)cc2)n1 | -3 | 3 | -2 | -23 | -10 | -8 | 1 | 4
O=C(Nc1ccccn1)c1sc2cccc(F)c2c1Cl | -1 | -1 | -1 | -18 | 90* | 10 | 7 | -7
COCCN(C(=O)COc1ccccc1)c1nnc(-c2cccnc2)s1 | 0 | 8 | -5 | -13 | -7 | -5 | -10 | 3
Cc1cc(Nc2ccc(C)c(F)c2)n2ncnc2n1 | 1 | -4 | -4 | -20 | -2 | 6 | -1 | -5
COc1ccc(C(C)(C)C)cc1NC(=O)COC(=O)c1ccc([N+](=O)[O-])o1 | -1 | 12 | -1 | 14 | 6 | -7 | 9 | 7
Cc1ccc(NC(=O)c2ccc(NS(=O)(=O)c3cccc4cccnc34)cc2)cc1 | 0 | 20 | -3 | -14 | -1 | -1 | 0 | 19
Cc1ccc(-c2nn(-c3ccccc3)cc2C(N)=O)o1 | -8 | -68 | -4 | -4 | 7 | 3 | 0 | 6
CC(C)(C)c1ccc(OCC(=O)NNC(=S)NC(=O)c2ccccc2[N+](=O)[O-])c(Br)c1 | -3 | 10 | -4 | -2 | 5 | -14 | -2 | 11
Cc1c(C=O)c2ccccc2n1CC(=O)N1CCc2ccccc2C1 | 1 | 10 | -2 | 10 | 4 | 3 | 1 | -2
COC(=O)c1sccc1NC(=O)c1ccc(OC)cc1OC | 2 | -25 | -9 | -29 | 1 | 23 | -6 | 4
Cc1ccc(CN2CCN(c3ccccn3)CC2)s1 | 0 | 2 | -7 | -6 | 0 | 5 | -2 | -23
Cc1nc(CCNC(=O)c2ccccc2)cs1 | 3 | 12 | -8 | 5 | 0 | 1 | -3 | 7
C[C@H](CO)N1C[C@H](C)[C@@H](CN(C)CC2CC2)Oc2c(NC(=O)Cc3ccccc3)cccc2C1=O | 1 | 10 | -6 | 0 | -9 | -9 | -4 | 8
Cc1noc(C)c1S(=O)(=O)Nc1ccc(C(=O)NC2CCCCC2)cc1 | 1 | 16 | 0 | -8 | 1 | 3 | -5 | 0
CC(C)Sc1nc2c(c(=O)[nH]1)C(c1cccs1)C1=C(CC(C)(C)CC1=O)N2 (configuration not stated) | 0 | -173 | -9 | -8 | 3 | -1 | 8 | 8
O=S(=O)(NCc1ccc(F)cc1)c1ccc(Br)cc1Br | 2 | 11 | -10 | -6 | 0 | 6 | -10 | 20
Cc1ccc(-c2nc3ccccn3c2NC(=O)c2ccco2)cc1 | 2 | 8 | -8 | -7 | -11 | -1 | -12 | -22
Cc1cc([N+](=O)[O-])nn1CCC(=O)NC1CCCCCC1 | 3 | 15 | -1 | 10 | 4 | 6 | 7 | 3
Nc1cc(C(=O)c2cccs2)ccc1Cl | 0 | 7 | -5 | 0 | 10 | -6 | 3 | -5
COc1ccc(Cn2nnnc2CN2CCC(O)(c3ccccc3F)CC2)cc1 | 1 | 11 | -7 | -20 | -7 | -4 | 1 | 9
Cc1cc(Cl)ccc1NC(=O)COC(=O)CCNS(=O)(=O)c1ccccc1 | 0 | 10 | -3 | -4 | -8 | -9 | -2 | 15
Cn1c(CN2CCN(C(=O)c3ccccc3Cl)CC2)nc2cc([N+](=O)[O-])ccc21 | 2 | 22 | -4 | -15 | -1 | -14 | 4 | 4
O=[N+]([O-])c1ccc(NCCNCCOc2nonc2-c2ccccc2)c([N+](=O)[O-])c1 | 3 | 20 | -6 | -8 | -5 | -9 | -3 | 15
COc1ccccc1OCC(=O)Nc1sc2c(c1C(=O)NCC1CCCO1)CCC2 (configuration not stated) | -12 | -42 | -5 | -26 | -4 | 4 | 0 | 6
O=c1[nH]c2ccc(NS(=O)(=O)c3ccc(F)c(Cl)c3)cc2[nH]1 | -57 | -22 | -3 | -11 | -4 | -8 | -7 | 3
CC(NC(=O)CN1CCN(C(=O)c2cccs2)CC1)c1ccc(F)cc1F (configuration not stated) | 0 | 14 | -4 | 2 | 4 | 8 | 6 | -3
COCC(C)n1c(C)cc(C(=O)COc2ccc(C)nc2[N+](=O)[O-])c1C (configuration not stated) | 1 | 22 | 0 | -9 | 0 | -9 | 5 | 8
O=C(CSc1nnnn1-c1ccccc1)Nc1nc(-c2ccccc2)ns1 | 3 | 15 | -4 | -3 | -8 | -4 | -7 | 15
S=C(NCCc1ccccc1)N/N=C/C1CCCCC1 | x | x | -3 | 6 | 1 | 22 | 16 | 10
CCOC(=O)c1cc(-c2c(Cl)cccc2Cl)no1 | -3 | 18 | -1 | -13 | 14 | -8 | -4 | -9
O=c1c(Cc2ccc(F)cc2)c(O)ccn1C1CCCCC1 | -2 | 29 | -7 | -14 | 4 | 7 | 14 | 3
CC(C)Cn1c(=O)c(C(=O)Nc2ccccc2S(N)(=O)=O)c(O)c2ccccc21 | 1 | -68 | -5 | 9 | -7 | 69* | 11 | 6
Cc1ccc(CNS(=O)(=O)NCc2cccs2)cc1 | 2 | 14 | -1 | 7 | 2 | -5 | -1 | 2
Cc1ccc(NC(=O)Cn2cc([N+](=O)[O-])nc2C)cc1C | 3 | 8 | -3 | 3 | 3 | -2 | -5 | 3
Cc1ccc(Cl)cc1N1CCN(C(c2ccc(C#N)cc2)c2nnnn2C2CCCC2)CC1 (configuration not stated) | 2 | 7 | 2 | 2 | 5 | -12 | -1 | 11
CCC1Sc2ccc(S(=O)(=O)Nc3ccc(OC)cc3)cc2NC1=O (configuration not stated) | 1 | 12 | -2 | -5 | -9 | -3 | -6 | 14
CC(=O)Nc1ccccc1C(F)(F)F | 1 | 3 | -5 | -29 | -2 | 0 | 0 | -13
Nc1nonc1-n1nnc(C(=O)N/N=C/c2ccccn2)c1CNc1ccccc1 | -1 | 11 | -7 | -2 | 4 | -24 | 12 | 5
COc1ccc(N2CC(C(=O)NC3=NCCS3)CC2=O)cc1 (configuration not stated) | 1 | 13 | -14 | -1 | 0 | 1 | -2 | -12
Cc1nn(CCO)c2ncc(C(=O)c3cc(F)ccc3O)cc12 | -1 | 6 | -1 | 5 | 5 | 1 | 1 | 4

Laid out differently: results already given
Value order – SENP1 inh	SENP8 block-1	A3G deaminase	SENP6 inh	SENP7 inh	UBC13 polyUb	SENP8 block-2	Apaf1 inhib
Cc1ccc(/C=C2\SC(N3CCN(C(c4ccccc4)c4ccccc4)CC3)=NC2=O)o1
→ -2	-26	-3	1	7	-11	2	6
CC(C(=O)N1CCCCC1)N(C)CC(=O)Nc1ccc(Cl)cc1 (configuration not stated)
→ -1	9	-8	0	-5	12	-5	-11

High-throughput results deposited in PubChem by Sanford-Burnham Center for Chemical Genomics.
